# ELG1 repair inh = qHTS screen for small molecules that inhibit ELG1-dependent DNA repair in human embryonic kidney (HEK293T) cells expressing luciferase-tagged ELG1; HEK293T ELG1-luciferase reporter, luminescence, 16 h; DNA damage induced by 5-fluorouridine; Potency, µM (series often up to 46.1 µM), inactives show top-dose activity change, negative = inhibition, hits mostly inhibitors; 330,000 tested, 2.3% active; also: potency is read from the fitted curve at half-maximal effect; % is scaled to controls: 0 for no effect and ±100 for the full control effect; nearly all actives have a fitted effect of over 55% in size
#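 Overnight (16 hr) co-exposure of 2,000 cells/well to 5-fluorouridine and compound at 37 °C preceded detection. Luciferase was quantified via ONE-Glo luminescence; loss of signal denotes inhibition.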
# Tb PFK block = qHTS Assay to Find Inhibitors of T. brucei phosphofructokinase; Potency, µM (series often up to 57.5 µM), without a hit: at the top dose activity, negative = inhibition, usual class: inhibitors; T. brucei PFK, ADP-Glo luminescence; 330,000 tested, 0.17% active; ATP-dependent 6-phosphofructokinase (Trypanosoma brucei brucei), O15648;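 also: potency is read from the fitted curve at half-maximal effect; 0% = uninhibited 1x PFK enzyme wells and -100% = no-enzyme wells; nearly all actives have a fitted effect of over 60% in size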
#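 1.25 nM PFK with 0.5 mM F6P and 0.1 mM ATP in 0.1 M TEA pH 8.0, 5 mM MgCl2, incubated 45 min at room temperature; ADP measured by ADP-Glo luminescence; compounds titrated up to 57 uM.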
# uPA surface inh = qHTS for Inhibitors of Cell Surface uPA Generation; Potency, µM (series often up to 38.3 µM), for inactives: at the highest dose activity change, negative = inhibition, usual class: inhibitors; cell surface uPA generation assay, qHTS; AID 540303, 2011; 330,000 tested, 0.31% active; active = well fitted inhibition curve with a large enough effect; inconclusive = small, poorly fitted or top-dose-only effect; inactive = no such curve, though single readings can be large or run the other way; tested in mouse RAW 264.7 cells; also: potency is read from the fitted curve at half-maximal effect; % is scaled to controls: 0 for no effect and ±100 for the full control effect; nearly all actives have a fitted effect of over 55% in size
# PTAP TSG101 blk = qHTS Assay for Iinhibitors of HIV-1 Budding by Blocking the Interaction of PTAP/TSG101. Tumor susceptibility gene 101 protein (Homo sapiens), Q99816. Fluorescence polarization, FITC-PTAP peptide / Tsg101 binding. Potency, µM (series often up to 115 µM), without a hit: at the highest dose activity change, negative = inhibition, most hits filed as inhibitors. 340,000 tested, under 10 active. AID 493005, 2010; active = well fitted inhibition curve with a large enough effect in the main read-out, with a control signal flat, not every such curve was filed as active; inconclusive = small, poorly fitted or top-dose-only effect, or effect the other way, or a change in a side signal; inactive = no such curve, though single readings can be large or run the other way; also: potency is read from the fitted curve at half-maximal effect; % of control where 0% means no effect
#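 Compounds were pin-transferred onto Tsg101 binding domain (10 uM final) in HEPES pH 7.5 buffer, then FITC-PTAP peptide was added at 50 nM final. After 20 min at RT, polarization reported peptide displacement across a qHTS concentration series.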
# TSHR antagonist = Antagonists of the Thyroid Stimulating Hormone Receptor: HTS campaign; activity change, negative = inhibition, % at 11.5 µM; TSHR-expressing cells, TSH-stimulated cAMP HTRF, 2 h; hits give low values; 330,000 tested, 0.2% active; Thyrotropin receptor (Homo sapiens), P16473;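 active = activity change below a set negative limit, meaning inhibition stronger than a set level, cut at about -70% in these data; inconclusive = activity change between two set negative limits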; also: % is scaled to controls: 0 for no effect and ±100 for the full control effect
#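 Freshly harvested TSHR cells receive pin-tooled compound, then EC80 TSH at 4nM final. After 2 hours at 37 deg C, antibody in lysis buffer and cAMP-d2 are added; 30 minutes at ambient temperature precede the HTRF read.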
# Mito fusion act = qHTS Assay for Small Molecule Inhibitors of Mitochondrial Division or Activators of Mitochondrial Fusion. 320,000 tested, 0.23% active. AID 485298, 2010. Potency, µM (top dose mostly 46.1 µM), for the others: at the highest dose growth rescue (activation), hits mostly activators. S. cerevisiae fusion-defective mutant growth rescue, CellTiterGlo 48 h;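 also: potency is read from the fitted curve at half-maximal effect; % of control where 0% means no effect; nearly all actives have a fitted effect of over 45% in size; temperature-sensitive fusion mutants such as fzo1-1 at 37 °C on non-fermentable ethanol glycerol medium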
#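 Yeast fusion mutant, YPEG (non-fermentable carbon), compound, 48 h at 37C non-permissive; CellTiterGlo added, 10 min RT, luminescence read. Rescued growth = division inhibition.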
# USP2a inh = qHTS Assay for Inhibitors of Ubiquitin-specific Protease USP2a Using CHOP2 as the Reporter | Ubiquitin carboxyl-terminal hydrolase 2 (Homo sapiens), O75604 | USP2 core, Ub-CHOP2 coupled fluorogenic reporter, 485/531 | Potency, µM (series often up to 38.3 µM), without a hit: at the highest dose activity change, negative = inhibition, usual class: inhibitors | 330,000 tested, 0.01% active | AID 463254, 2010;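 also: potency is read from the fitted curve at half-maximal effect; plate controls were DMSO wells for no effect and full inhibition by NEM control for full effect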
#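 Cell-free coupled assay: 10nM USP2 core preincubated 30min RT with compound in Tris-HCl pH 8.0/CaCl2/CHAPS buffer, then 25nM Ub-CHOP2 and 25nM reporter substrate; fluorescence (Ex 485/Em 531) read after 60min RT, normalized to NEM inhibition, concentration-response curves fitted.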
# B2AR arrestin = qHTS assay of beta-arrestin-biased ligands of beta2-adrenergic receptor. beta-arrestin recruitment to beta2AR, cell-based reporter. Beta-2 adrenergic receptor (Homo sapiens), P07550. Potency, µM (series often up to 46.1 µM), without a hit: at the top dose activation, hits mostly activators. 330,000 tested, 0.02% active;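 also: potency is read from the fitted curve at half-maximal effect; 0% = DMSO controls and full agonism = EC100 isoproterenol or metaproterenol; nearly all actives have a fitted effect of over 65% in size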
# Target sequence (P07550 whole entry, looked up): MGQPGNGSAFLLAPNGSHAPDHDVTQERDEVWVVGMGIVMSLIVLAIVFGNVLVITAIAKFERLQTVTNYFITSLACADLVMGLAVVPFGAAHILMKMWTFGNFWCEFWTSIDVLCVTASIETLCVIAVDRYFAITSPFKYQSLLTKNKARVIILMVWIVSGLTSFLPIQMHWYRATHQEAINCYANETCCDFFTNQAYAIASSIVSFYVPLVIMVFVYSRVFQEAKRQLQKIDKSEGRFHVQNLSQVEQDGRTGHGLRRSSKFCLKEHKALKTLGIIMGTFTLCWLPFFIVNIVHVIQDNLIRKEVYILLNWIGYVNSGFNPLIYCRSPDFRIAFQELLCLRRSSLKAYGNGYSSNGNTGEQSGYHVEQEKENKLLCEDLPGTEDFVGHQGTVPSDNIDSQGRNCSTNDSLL
# Eya2 inh = qHTS Assay for Inhibitors of the Phosphatase Activity of Eya2; recombinant Eya2, OMFP fluorescence dephosphorylation (OMFP is methylfluorescein phosphate); Potency, µM (series often up to 76.9 µM), inactives show top-dose activity, negative = inhibition, actives largely listed as inhibitors; 330,000 tested, 0.006% active; Protein phosphatase EYA2 (Homo sapiens), O00167; also: potency is read from the fitted curve at half-maximal effect; % is scaled to controls: 0 for no effect and ±100 for the full control effect
# Target sequence (O00167 whole entry, looked up): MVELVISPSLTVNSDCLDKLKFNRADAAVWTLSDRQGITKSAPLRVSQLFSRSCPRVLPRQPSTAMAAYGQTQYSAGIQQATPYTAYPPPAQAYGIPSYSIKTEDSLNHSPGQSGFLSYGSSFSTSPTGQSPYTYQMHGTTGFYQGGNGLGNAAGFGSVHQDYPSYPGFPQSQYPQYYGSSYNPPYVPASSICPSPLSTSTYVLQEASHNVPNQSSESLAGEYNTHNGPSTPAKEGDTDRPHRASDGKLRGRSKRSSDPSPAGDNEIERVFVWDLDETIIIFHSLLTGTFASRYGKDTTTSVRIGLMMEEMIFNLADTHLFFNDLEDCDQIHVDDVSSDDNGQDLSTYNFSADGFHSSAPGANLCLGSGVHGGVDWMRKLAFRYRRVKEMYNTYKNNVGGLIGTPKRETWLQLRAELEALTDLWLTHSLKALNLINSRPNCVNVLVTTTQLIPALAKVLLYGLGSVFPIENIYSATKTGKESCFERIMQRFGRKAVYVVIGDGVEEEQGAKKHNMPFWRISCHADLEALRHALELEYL
#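 Eya2 (0.2 uM) preincubated 10 min at ambient with compound, then OMFP substrate added at 50 uM; 10 min reaction in 50 mM HEPES pH 7.5, 50 mM NaCl, 5 uM MgCl2, 0.05% BSA, 1 mM DTT. Fluorescence read at Ex 485/Em 525 nm.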
# TCR activator = Activators of T cell receptors: qHTS campaign; primary human leukocytes, anti-CD3, IL-2 HTRF, 48 h; Potency, µM (doses to about 9.22 µM), for inactives: at the top dose activation of IL-2 secretion, most hits filed as activators; 330,000 tested, under 10 active; also: % of control where 0% means no effect
#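 TCR engagement came from a-CD3 beads alone, with compounds added to primary human leukocytes for 48 hr. Secreted IL-2 bridged europium cryptate- and d2-labelled anti-IL-2 antibodies, giving FRET emission at 665nm after 320nm excitation.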
# BCR signal inh = qHTS Assay to Find Inhibitors of Chronic Active B-Cell Receptor Signaling; AID 493014, 2011; 340,000 tested, 0.05% active; Potency, µM (highest dose often 46.1 µM), without a hit: at the top dose ratio change, negative = lower green/red ratio, usual class: inhibitors; ABC-DLBCL IkBa-CBG/CBR reporter, luminescence ratio, 4 h; active = well fitted inhibition curve with a large enough effect in the signal ratio, with a control signal flat, not every such curve was filed as active; inconclusive = small, poorly fitted or top-dose-only effect, or effect the other way, or a change in a side signal; the % refers to the signal ratio;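 also: potency is read from the fitted curve at half-maximal effect; plate controls were basal doxycycline-induced cells for no effect and cells given 10 µM MG132 for full effect; MG132 reads +100%, hits lower the ratio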
#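 Compounds up to 46 uM were incubated four hours with TMD8 cells whose green CBG68 luciferase is fused to IkappaBalpha; red CBR luminescence normalised the signal, and concentration-effect curves were fitted to fusion, red and ratio data.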
# * marks the source's active call; other numbers are inactive results; ? = inconclusive; / = not tested or not shown; [ ] = remark or other dose. Unless noted, calls follow the shape of the dose curve; as a rule, active = well fitted curve in the direction sought with a large enough effect; inconclusive = small, poorly fitted or top-dose-only effect, or another doubt; inactive = no such curve, though single readings can be large; an effect the other way counts as inactive or inconclusive.
compound,ELG1 repair inh,Tb PFK block,uPA surface inh,PTAP TSG101 blk,TSHR antagonist,Mito fusion act,USP2a inh,B2AR arrestin,Eya2 inh,TCR activator,BCR signal inh
CCCn1c(C)cc(C(=O)COC(=O)c2nccnc2N)c1C,?,1%,/,0%,5,-1%,2%,-0.4%,-17%,3%,0%
CCC(=O)Nc1ccc(Cl)c(NC(=S)NC(=O)c2cc3ccccc3o2)c1,?,1%,-12%,0%,36,0%,0%,-0.9%,1%,1%[46.1 µM],?
O=C(CSc1nc2ccccc2c(=O)n1CC1CCCO1)NCCc1ccccc1 (configuration not stated),0%,-5%,3%,-2%,43,8%,0%,-0.1%,-9%,-5%,-2%
Cc1c(N/N=C(\C#N)C(=O)c2ccc(Cl)cc2)c(=O)n(-c2ccccc2)n1C,12%,3%,-6%,-1%,1,-1%,1%,0.2%,-2%,0%[46.1 µM],?
O=C(COC(=O)C1CC2C=CC1C2)Nc1ccccc1 (configuration not stated),?,-1%,3%,1%,3,2%,1%,0.0%,0%,2%[46.1 µM],-7%
Cc1nnc2sc(SCC(=O)Nc3ccc(Cl)cc3)nn2c1=O,3%,5%,1%,-3%,6,11%,8%,0.1%,17%,3%,?
O=C(/C=C/c1cccc([N+](=O)[O-])c1)N1CCN(Cc2ccc3c(c2)OCO3)CC1,?,1%,-10%,-1%,6,7%,-1%,0.6%,-3%,-6%[46.1 µM],0%
Cc1cccc(OC(C)C(=O)Nc2ccc(N3CCCCC3)cc2)c1 (configuration not stated),24%,0%,23%,-1%,-7,3%,2%,-0.9%,8%,-8%,2%
COc1ccc(OCC(=O)N/N=C2\CCc3ccccc32)cc1,?,0%,4%,-4%,-11,-2%,1%,-0.5%,-2%,1%,15%
Cc1ccc2nc(/C(C#N)=C/c3ccc(O)c(O)c3)[nH]c2c1,?,0%,-13%,8%,49,1%,7%,0.0%,26%,8%,7%
CC(Sc1nnc(C(F)(F)F)n1C)C(=O)Nc1ccc(S(N)(=O)=O)cc1 (configuration not stated),6%,3%,-1%,-2%,20,1%,11%,-0.8%,4%,-6%,?
CCc1ccc(OCC(O)CN2CCN(c3ccccn3)CC2)cc1 (configuration not stated),?,-1%,21%,-6%,31,5%,-4%,0.2%,-12%,0%,-8%
CCOc1ccc(C(=O)Nc2cccc3nsnc23)cc1[N+](=O)[O-],12%,-2%,3%,-2%,-3,-2%,-1%,-0.1%,-26%,7%,11%
CC(OC(=O)CCc1nc2ccccc2[nH]c1=O)c1ccccc1 (configuration not stated),10%,-1%,2%,-12%,-2,-4%,-1%,-1.0%,-3%,0%,0%
Cc1ccc(N2CCCCn3c2nc2c3c(=O)n(CC(=O)O)c(=O)n2C)cc1,6%,1%,1%,-2%,-8,0%,5%,-0.5%,4%,2%,0%
CC1Cc2ccccc2N1C(=O)CSc1nnc(CNc2ccccc2)o1 (configuration not stated),-5%,-22%,/,-5%,-5,7%,0%,-0.3%,-2%,-2%,13%
CCc1nc(SCC(=O)N2CCCCC2)c2c(=O)n(C)c(=O)n(C)c2n1,-10%,-2%,-16%,-4%,-10,0%,-1%,-0.6%,-11%,-2%,3%
Cc1cc(C)cc(N=Cc2ccc([N+](=O)[O-])s2)c1,?,-10%,16%,-2%,12,8%,3%,9.1%,2%,-2%[46.1 µM],?
COc1ccccc1/C=N/NC(=O)CSc1ccc2ccccc2n1,0%,0%,-8%,-3%,1,-8%,-7%,-0.5%,0%,2%,?
O=[N+]([O-])c1nn(-c2ccccc2)n(O)c1=NC1CCN(Cc2ccccc2)CC1,?,2%,-12%,-1%,-1,-1%,3%,0.0%,6%,0%,7%

# Arranged by count of non-hydrogen atoms (low to high): some entries from above
compound,ELG1 repair inh,Tb PFK block,uPA surface inh,PTAP TSG101 blk,TSHR antagonist,Mito fusion act,USP2a inh,B2AR arrestin,Eya2 inh,TCR activator,BCR signal inh
CCOc1ccc(C(=O)Nc2cccc3nsnc23)cc1[N+](=O)[O-],12%,-2%,3%,-2%,-3,-2%,-1%,-0.1%,-26%,7%,11%
COc1ccccc1/C=N/NC(=O)CSc1ccc2ccccc2n1,0%,0%,-8%,-3%,1,-8%,-7%,-0.5%,0%,2%,?
O=[N+]([O-])c1nn(-c2ccccc2)n(O)c1=NC1CCN(Cc2ccccc2)CC1,?,2%,-12%,-1%,-1,-1%,3%,0.0%,6%,0%,7%

# New compounds follow
compound,ELG1 repair inh,Tb PFK block,uPA surface inh,PTAP TSG101 blk,TSHR antagonist,Mito fusion act,USP2a inh,B2AR arrestin,Eya2 inh,TCR activator,BCR signal inh
CC(=O)Nc1ccc(S(=O)(=O)NC2(C(F)(F)F)C(=O)Nc3c2c(=O)[nH]c(=O)n3Cc2ccco2)cc1 (configuration not stated),13%,2%,2%,-3%,10,3%,2%,-1.6%,15%,/,1%
CC(C(=O)Nc1ccc(O)c(C(=O)O)c1)N1C(=O)/C(=C/c2cccs2)SC1=S (configuration not stated),11%,0%,8%,-11%,-5,-2%,2%,-0.4%,-7%,-3%,4%
CCOC(=O)N1CCC(NS(=O)(=O)c2cc(C(=O)OC)n(C)c2)CC1,-13%,2%,18%,1%,3,-1%,2%,-1.2%,-2%,2%,2%
CCCCNCCCOc1cc(Cl)ccc1Cl,?,6%,-6%,0%,6,-7%,4%,-0.1%,8%,-23%,-1%
Cc1nc2ccc(S(=O)(=O)NCC(=O)O)cc2s1,14%,28%,7%,-8%,2,-1%,0%,-0.1%,-21%,-1%,1%
Cc1ccsc1C(=O)OCC(=O)NCCCc1ccccc1,2%,-2%,18%,-3%,-6,20%,1%,0.3%,17%,7%,-4%
Cc1ccc(Cn2cccc(-c3nc4ccccc4s3)c2=O)cc1,?,-1%,-2%,-2%,-6,4%,0%,-0.1%,-12%,-3%,?
CCCc1nnc(SCCSc2nnc(CCC)n2N)n1N,0%,-5%,0%,1%,5,-5%,-1%,0.0%,0%,-4%,2%
O=C(c1ccccc1)N1N=C(c2cccs2)CC1c1ccccc1O (configuration not stated),10%,0%,-21%,-3%,2,22%,-1%,-0.4%,0%,-2%,0%
CCOc1ccccc1CN1CCN(Cc2nc3c(s2)CCCC3)CC1CCO (configuration not stated),-21%,2%,-6%,2%,14,-1%,2%,-0.9%,1%,3%,3%
Cc1ccc(NC(=O)CN2C(=O)N/C(=C\c3ccco3)C2=O)cc1,17%,0%,-4%,6%,0,/,0%,0.0%,5%,6%,3%
CCN(CC)S(=O)(=O)c1ccc(N2CCN(c3ccccc3O)CC2)nc1,-20%,3%,-5%,-7%,-18,-6%,1%,0.4%,-11%,-13%,12%
O=C1N(Cc2cccnc2)C[C@@H]2C[C@@H](c3ccccc3C(F)(F)F)N3CCC[C@@]123,17%,-6%,-3%,-1%,6,0%,0%,-0.3%,8%,8%,8%
CCNc1ccc(C(=O)OCC(=O)NCc2ccc(C)cc2)cc1[N+](=O)[O-],-6%,-8%,2%,0%,13,6%,6%,-0.4%,-4%,2%[46.1 µM],-7%
Cc1nn(-c2cc(N3CCOCC3)ccc2N)c(=O)c2ccccc12,5%,0%,3%,-5%,4,-3%,1%,-0.2%,15%,/,-4%

# High-throughput results deposited in PubChem by National Center for Advancing Translational Sciences (NCATS).

# The order is random; about 3% have a hit in one of these screens.
